ERp5 block: inhibitors of ERp5-driven insulin aggregation, primary screen, biochemical, turbidity, absorbance 650 nm, single point; 90 min; inhibition, % at 9.99 µM; AID 651711, 2012; Protein disulfide-isomerase A6 (Homo sapiens), Q15084; 0.05% of 350,000 active;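 active = mean replicate inhibition above about 25%, with every replicate also reaching it, limit read from the data, passing the limit was not always enough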
Target sequence (Q15084 whole entry, looked up): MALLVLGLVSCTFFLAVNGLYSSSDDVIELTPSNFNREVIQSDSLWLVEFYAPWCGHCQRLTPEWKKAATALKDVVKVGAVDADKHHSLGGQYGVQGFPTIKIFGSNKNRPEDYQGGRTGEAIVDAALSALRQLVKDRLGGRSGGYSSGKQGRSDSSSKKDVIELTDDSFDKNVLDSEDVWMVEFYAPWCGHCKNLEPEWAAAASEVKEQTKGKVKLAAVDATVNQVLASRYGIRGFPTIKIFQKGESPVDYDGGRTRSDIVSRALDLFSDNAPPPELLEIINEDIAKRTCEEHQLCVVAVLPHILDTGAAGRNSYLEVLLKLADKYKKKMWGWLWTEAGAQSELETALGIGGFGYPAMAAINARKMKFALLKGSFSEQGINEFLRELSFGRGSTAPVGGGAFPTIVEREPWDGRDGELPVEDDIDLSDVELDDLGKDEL
ARNT TACC3 PPI: disruptors of ARNT/TACC3 protein interaction, primary screen, biochemical, AlphaScreen, single concentration; inhibition, % at 9.99 µM; 0.66% of 390,000 active; AlphaScreen His-ARNT PAS-B/GST-TACC3 binding, luminescence; TACC3 fragment carries E629A point mutation;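 active = mean inhibition of replicates at least 50% and at least half of replicates each reaching 50%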;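 also: 0% = complete ARNT plus TACC3 wells and 100% = ARNT alone without TACC3; many hits fall short of the cut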
Statin myotox sup: suppressors of statin myotoxicity in C2C12 myotubes, primary screen, cell-based, single point, plate reader; rescue of ATP level, % at 7.49 µM; AID 602340, 2012; C2C12 myotubes + simvastatin, ATP luminescence, 48 h; scaled: DMSO 0, geranylgeraniol control 100; 0.78% of 330,000 active;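 active = mean ATP rescue above about 67%, or every replicate alone reaching that limit, limit read from the data, passing the limit was not always enough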;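 also: myotubes were challenged with 10 µM simvastatin during compound exposure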
SIRT5 inh: SIRT5 desuccinylase inhibitors, primary screen, biochemical, fluorescence imaging, single point, set 5 | Purified SirT5, succinyl-peptide AMC, trypsin-coupled fluorescence | inhibition, % at 15 µM | 1.1% of 330,000 active; in the data active = inhibition above about 15%
Target sequence (Q9NXA8 whole entry, looked up): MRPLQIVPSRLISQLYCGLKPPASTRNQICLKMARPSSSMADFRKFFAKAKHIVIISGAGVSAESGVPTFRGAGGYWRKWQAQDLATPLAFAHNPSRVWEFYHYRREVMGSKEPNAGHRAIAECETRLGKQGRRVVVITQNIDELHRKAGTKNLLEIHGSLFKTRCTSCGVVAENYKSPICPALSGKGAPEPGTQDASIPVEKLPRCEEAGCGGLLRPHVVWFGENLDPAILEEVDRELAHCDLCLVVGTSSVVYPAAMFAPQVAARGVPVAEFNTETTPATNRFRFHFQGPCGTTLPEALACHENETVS
Cneo AK release: Cryptococcus neoformans cell lysis inducers, primary screen, AK release luminescence, single concentration | C. neoformans lysis, adenylate kinase release luminescence, 4 h; normalised: neutral wells 0, clomiphene wells 100 | lysis activity, % at 15 µM | 0.2% of 360,000 active | AID 651654, 2012;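 active = mean lysis activity across replicates of at least 80%, whatever share of replicates individually reach that level; inactive = mean lysis activity below 80%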
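Material – log-phase Cryptococcus neoformans yeast cells · Input – 5 × 10^6 yeast cells/mL · Medium – fresh YPD growth medium · Doses – single compound concentration per well · Timing – static 4 h at 37 °C with compound, 1 h detection · Detection – adenylate kinase release luminescence · Read-out – signal increase indicating cell lysis · Control set – Clomiphene as positive lysis control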
esBAF inh: Bmi1 luciferase reporter increase in mESCs, primary screen, esBAF inhibitor project, mouse ES cells, Bmi1 luciferase knock-in, single point. AID 602393, 2012. reporter increase, % at 12.5 µM. 2% of 350,000 active. 24 h; 100% = twice the neutral-well signal; in the data active = activation above about 40%;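 also: 0% = median of the plate's neutral control wells and 100% = double that signal; a rise in the Bmi1 reporter signal indicates esBAF inhibition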
miR-122 sensor: miR-122 Renilla sensor signal increase in Huh7, primary screen, miR-122 inhibitor project, cell-based, single point, plate reader | activation (reporter increase), % at 12.5 µM | 0.3% of 340,000 active | Huh7 miR-122 Renilla luciferase sensor, 48 h; neutral wells = 0, positive control = 100;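 active = mean replicate activation score at least 90 and every replicate individually at or above 90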;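 also: higher luciferase means less miR-122 activity so hits act as miR-122 inhibitors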
* hit, by the source's call; · = no result given; & = joins results of further samples; [ ] = another dose, or the depositor's remark. Compounds as they come. Share with any hit: about 4%.

SMILES	ERp5 block	ARNT TACC3 PPI	Statin myotox sup	SIRT5 inh	Cneo AK release	esBAF inh	miR-122 sensor
O=C(/C=C/c1ccccc1)NC(=S)Nc1ccc(N2CCOCC2)c(Cl)c1	-2	-2	·	1	-2	·	4
COc1cc(CNC2CCCC2)cc(OC)c1	1	-6	-4	1	4	-2	-1
CCCNC(=O)[C@H]1[C@H](CO)[C@H]2Cn3c(ccc(-c4ccccc4)c3=O)[C@H]2N1CC	0	-1	1	2	-7	3	1[16.7 µM]
COc1ccc(C2C(C(=O)c3ccc(C)o3)=C(O)C(=O)N2CC2CCCO2)cc1OC (stereo not drawn)	2	-3	-2	5	1	-2	·
Cc1ccc(S(=O)(=O)Nc2cc3c(C(=O)Nc4ccccc4)c(C)oc3c3ccccc23)cc1	2	1	2	-5	0	1	14
C=CCc1cc(CN2CC(C)OC(C)C2)c(O)c(OC)c1 (stereo not drawn)	6	-19	5	·	-1	-10	-8
Cc1ccc(CNC(=O)C2CCN(S(=O)(=O)c3ccc4c(c3)OCCCO4)CC2)cc1	·	·	4	·	0	0	-5
Cc1cccc(N2CCN(S(=O)(=O)c3ccc4c(c3)CCN4C(=O)CCC(=O)O)CC2C)c1 (stereo not drawn)	-2	-4	26	-4	-2	-8	-11
CCCCc1ccc(NC(=S)N2CCN(C(=O)OCC)CC2)cc1	5	-2	-4	-5	3	-1	-11
CC1(C)NC(=O)N(CCCOc2ccccc2Br)C1=O	·	·	-41	·	0	8	-5
CSc1nnc(CNS(=O)(=O)c2ccc(F)cc2)n1C	1	-3	5	-1	-2	15	-5
Cc1ccc2nc(C(=O)O)c(C(=O)O)nc2c1	·	5	28	·	-1	4	5
CCC(=O)N1CCc2cc(S(=O)(=O)CCC(=O)Nc3ccc(F)c(F)c3)ccc21	·	-9	·	·	-2	2	4
COc1cc(OC)cc(C(=O)Nc2c(F)cccc2F)c1	·	2	·	·	0	·	10
Clc1ccc(Cn2ncc3c(NCCN4CCOCC4)ncnc32)cc1	·	-10	·	·	-1	5	7
Cc1ccnc(NC(=O)CNC(=O)c2ccccc2Br)c1	13	·	-1	-1	4	28	·
COc1ccc2[nH]c(=O)c(CN(C(=O)C(C)C)c3ccccc3OC)cc2c1	-2	20	4	-4	-1	13	5
NS(=O)(=O)c1ccc(CCNC(=O)C2CCC(CNS(=O)(=O)c3ccc(Br)s3)CC2)cc1 (stereo not drawn)	3	-8	·	-5	·	·	·
C[C@H]1CN([C@@H](C)CO)S(=O)(=O)c2ccc(C#Cc3ccc(F)cc3)cc2O[C@H]1CN(C)C	2	4	14	-1	-1	-8	-6[16.7 µM]
Cc1ccccc1S(=O)(=O)N1CCCCN2[C@H](CO)[C@@H](c3ccc(-c4cncnc4)cc3)[C@H]2C1	0	-6	·	-6	1	·	2[16.7 µM]
O=C(C[C@H]1CC[C@@H](NC(=O)c2ccncc2)[C@H](CO)O1)NCCc1ccncc1	-2	-14	-3	-1	-3	0	·
CCOC(=O)c1ccc(N2C(=O)C(CC(=O)NC)N(CCc3ccc(OC)c(OC)c3)C2=S)cc1 (stereo not drawn)	6	1&-15	0	5	24&1	-2&0	-4
CC1CC(C)CN(S(=O)(=O)c2ccc3c(c2)CCN3C(=O)CCC(=O)O)C1 (stereo not drawn)	·	-3	-2	·	-3	-4	·
Cc1ccc(C(=O)Nc2ccncc2)o1	·	-3	-5	·	-1	-2	-8
COc1ccc(C(=O)N/C(=C\c2cccc3ccccc23)C(=O)NCCc2c[nH]c3ccccc23)cc1OC	·	-1	20	·	4	-10	4
Cc1ccc(NS(=O)(=O)c2ccc3c(c2)NC(=O)CCS3)cc1F	-3	-2	-5	0	0	4	37
CCOC(=O)c1oc2ccccc2c1NC(=O)CN1CCOCC1	4	-33	·	-7	·	·	·
CCOC(CC(=O)NNC(=O)c1c(-c2ccccc2Cl)noc1C)OCC	3	3	·	-3	·	·	·
O=C(O)/C=C/c1cnc2ccccc2c1	-2	-4	0	6	·	-1	-6
CC1(C(=O)Nc2ccc3ccccc3c2)CCC(=O)N1CCOc1ccccc1 (stereo not drawn)	-2	·	37	-1	6	-1	-3

Profiles, quoted from the list.
Listed for Cc1ccccc1S(=O)(=O)N1CCCCN2[C@H](CO)[C@@H](c3ccc(-c4cncnc4)cc3)[C@H]2C1 = ERp5 block = 0; ARNT TACC3 PPI = -6; Statin myotox sup = ·; SIRT5 inh = -6; Cneo AK release = 1; esBAF inh = ·; miR-122 sensor = 2[16.7 µM]
Listed for CC1(C(=O)Nc2ccc3ccccc3c2)CCC(=O)N1CCOc1ccccc1 (stereo not drawn) = ERp5 block = -2; ARNT TACC3 PPI = ·; Statin myotox sup = 37; SIRT5 inh = -1; Cneo AK release = 6; esBAF inh = -1; miR-122 sensor = -3
Listed for Cc1ccc(NS(=O)(=O)c2ccc3c(c2)NC(=O)CCS3)cc1F = ERp5 block = -3; ARNT TACC3 PPI = -2; Statin myotox sup = -5; SIRT5 inh = 0; Cneo AK release = 0; esBAF inh = 4; miR-122 sensor = 37

Remaining list, next part
SMILES	ERp5 block	ARNT TACC3 PPI	Statin myotox sup	SIRT5 inh	Cneo AK release	esBAF inh	miR-122 sensor
C[C@@H]1CN([C@H](C)CO)C(=O)c2cccc(NS(=O)(=O)c3cccs3)c2O[C@@H]1CN(C)Cc1ccc(Oc2ccccc2)cc1	4	8	79*	5	2	-5	14[16.7 µM]
COc1cccc(NC(=O)N(C)C[C@@H]2OCc3ccccc3-c3c(n(C)c4ccccc34)C(=O)N([C@H](C)CO)C[C@H]2C)c1	5	-1	24	8	-3	4	·
CC(C)(C)OC(=O)NCCCCCc1nnc(SCC(=O)Nc2cccc(Cl)c2)o1	·	-4	-10	·	-6	-2	1
O=C(COC(=O)/C=C/c1cccc(Br)c1)NCc1ccco1	0	0	7	-1	-5	·	·
O=C(N[C@H]1CC[C@H](CCNS(=O)(=O)c2ccc(F)cc2)O[C@H]1CO)c1cccnc1	4	-10	0	0	2	-7	·
CN(C(=O)COC(=O)/C=C/c1cccc([N+](=O)[O-])c1)C1CCS(=O)(=O)C1 (stereo not drawn)	3	-4	·	-8	-1	·	-1
CCCNC(=O)c1ccc(S(N)(=O)=O)cc1	1	-5	4	0	-6	1	-1
O=C1NCCN(Cc2cccc(Oc3ccccc3)c2)C1CC(=O)N1CCCO1 (stereo not drawn)	1	-17	10	10	2	-9	-2
N#Cc1sc2nc(C3CC3)cc(-c3ccccc3)c2c1N	2	-6	·	-1	-6	·	-3
CC(C)(C)NC(=O)Cn1c(SCC(=O)NC2CCCC2)nc2ccccc21	2	0	4	14	-1	5	·
CCOc1ccc(NC(=O)CSc2nc(N3CCOCC3)nc(N3CCOCC3)n2)cc1	2	-11	-5	-2	2	-1	4
COc1ccccc1N1CCN(Cc2cc(=O)oc3ccccc23)CC1	0	·	-2	-3	-1	-2	4
Cc1ccc(NC(=O)CSCC(=O)Nc2ccc(S(=O)(=O)N3CCOCC3)cc2)cc1	-3	1	0	-3	1	2	-5
Fc1cccc(Nc2nc(-c3ccncc3)nc3ccccc23)c1	0	-5	·	4	0	·	-1
CCC1CCCCN1S(=O)(=O)c1ccccc1[N+](=O)[O-] (stereo not drawn)	1	-1	-4	6	0	4	1
COc1ccccc1Cc1c(-c2ccc(OC)c(OC)c2)nc2c3ccccc3ccn12	-4	·	-1	1	2	12	3
CC(=O)Nc1cccc(NC(=O)CSc2ncc(-c3ccc(Cl)cc3)n2Cc2ccco2)c1	·	10	-13	·	-1	-20	-6
COc1ccc(C)cc1N(CC(=O)N1CCc2ccccc2C1)S(C)(=O)=O	6	-7	·	1	·	·	·
CCCNC(=O)C[C@@H]1CC[C@@H]2[C@@H](COc3ccc(NC(=O)c4ccc(OC)cc4)cc3C(=O)N2C)O1	·	4	7	·	-2	-6	0[16.7 µM]
Cc1noc(C)c1NC(=O)Nc1ccc2c(c1)C(=O)N([C@@H](C)CO)C[C@@H](C)[C@@H](CN(C)C(=O)NC(C)C)O2	-2	-4	26	1	-1	-5	-2[16.7 µM]
CCC(Sc1nc(=O)cc(N)n1-c1ccccc1)C(=O)Nc1cc(C)on1 (stereo not drawn)	·	-9	-7	·	-1	-2	-8
COc1ccc(C(=O)Nc2ccc3c(c2)C(=O)N(C)C[C@@H](OC)[C@H](C)CN(C)[C@@H](C)CO3)cc1	1	-6	-7	8	-2	1	·
COC(=O)C[C@@H]1CC[C@@H]2[C@H](COc3ccc(NC(=O)NCc4ccccc4)cc3C(=O)N2C)O1	·	·	-10	·	·	2	-4[16.7 µM]
C[C@H](CO)N1C[C@H](C)[C@@H](CN(C)C(=O)c2ccccc2)OCc2cn(nn2)CCCC1=O	3&-1	4	13&-17	1&-3	-3&-1	1&-1	-8
COc1ccc(C(C(=O)NC2CCCC2)N(C(=O)CNC(=O)c2ccco2)c2cccnc2)cc1 (stereo not drawn)	-3	0	-20	-1	2	-2	-5
C[C@@H]1CN([C@@H](C)CO)C(=O)c2cc(NC(=O)Nc3ccc(C(F)(F)F)cc3)ccc2O[C@@H](C)CCCCO[C@@H]1CN(C)S(=O)(=O)c1cccs1	-2	11	-3	5	0	-4	1[16.7 µM]
C[C@H]1CN([C@@H](C)CO)C(=O)c2cccc(NC(=O)C3CC3)c2O[C@H]1CN(C)Cc1ccc(C(=O)O)cc1	2	·	-7	·	-3	0	-7[16.7 µM]
Cc1cccc(NC(=O)CN2CCN(C(=O)C3CCC3)CC2)c1C	1	-1	12	-4	1	0	·
Cc1ccc2c(c1)CCCN2C(=O)CCc1nc2ccccc2c(=O)[nH]1	-8	-1	-52	2	-1	-12	27
COc1ccccc1NC(=O)C1CCN(S(=O)(=O)c2cccs2)CC1	-1	-1	-30	0	0	-1	3
O=C(Cc1ccc(Cl)cc1)NNC(=O)C1CC=CCC1C(=O)O (stereo not drawn)	0	12	1	-3	5	2	4
O=C(Nc1ncc([N+](=O)[O-])s1)c1ccco1	-4	-7	·	-1	1	·	1
O=C(CCCN1C(=O)CCC1=O)Nc1ccc(Cl)c(C(F)(F)F)c1	·	21	·	·	-2	-6	0
COc1cccc(N(C(=O)c2cnccn2)C(C(=O)NC2CCCCC2)c2ccc(Cl)cc2)c1 (stereo not drawn)	·	0	·	·	-1	·	0
O=C(N/C(=C\c1ccccc1)C(=O)N1CCOCC1)c1ccco1	3	-3	·	-4	-1	·	-6
C[C@@H]1CN([C@H](C)CO)C(=O)c2cc(NC(=O)C3CC3)ccc2O[C@H]1CN(C)S(=O)(=O)c1cn(C)cn1	1	-15	2	-2	-1	-5	-4[16.7 µM]
CC(=O)c1ccc(NC(=O)CSc2ccc(-c3ccco3)nn2)cc1	2	1	2	-4	-1	17	-6
COc1cccc(NS(=O)(=O)NC(=O)c2c(C)[nH]c3ccccc23)c1	0	13	8	2	0	0	-7
O=S(=O)(Nc1ccccn1)c1ccc(Cl)cc1	·	-1	4	·	2	-10	15
Cc1ccc(S(=O)(=O)NC(Cc2c[nH]c3ccccc23)C(=O)O)cc1 (stereo not drawn)	·	-2	18	·	4	-4	-5
C[C@@H]1CN([C@@H](C)CO)S(=O)(=O)c2ccc(-c3cncnc3)cc2O[C@@H]1CN(C)Cc1ccncc1	-4	8	-7	0	0	2	2[16.7 µM]
C[C@@H]1CN([C@H](C)CO)C(=O)Cc2cc(NS(=O)(=O)c3cn(C)cn3)ccc2O[C@H]1CN(C)CC1CC1	-2	-6	7	8	-1	-2	7[16.7 µM]
O=C(CSc1nnc(-c2ccc(C(F)(F)F)cn2)s1)c1ccccc1	0	-6	0	-1	-4	-2	-2
